Screening data as filed in PubChem.
Luciferase inh – inhibitors of firefly luciferase | Potency, µM (series often up to 57.1 µM), for the others: at the top dose activity change, negative = inhibition, hits mostly inhibitors | P08659 | AID 411 | purified firefly luciferase, luminescence, 8 min | actives 2.2% (n = 72,000); also: potency is read from the fitted curve at half-maximal effect; % is scaled to controls: 0 for no effect and ±100 for the full control effect; nearly all actives have a fitted effect of over 40% in size
Target sequence (P08659 whole entry, looked up): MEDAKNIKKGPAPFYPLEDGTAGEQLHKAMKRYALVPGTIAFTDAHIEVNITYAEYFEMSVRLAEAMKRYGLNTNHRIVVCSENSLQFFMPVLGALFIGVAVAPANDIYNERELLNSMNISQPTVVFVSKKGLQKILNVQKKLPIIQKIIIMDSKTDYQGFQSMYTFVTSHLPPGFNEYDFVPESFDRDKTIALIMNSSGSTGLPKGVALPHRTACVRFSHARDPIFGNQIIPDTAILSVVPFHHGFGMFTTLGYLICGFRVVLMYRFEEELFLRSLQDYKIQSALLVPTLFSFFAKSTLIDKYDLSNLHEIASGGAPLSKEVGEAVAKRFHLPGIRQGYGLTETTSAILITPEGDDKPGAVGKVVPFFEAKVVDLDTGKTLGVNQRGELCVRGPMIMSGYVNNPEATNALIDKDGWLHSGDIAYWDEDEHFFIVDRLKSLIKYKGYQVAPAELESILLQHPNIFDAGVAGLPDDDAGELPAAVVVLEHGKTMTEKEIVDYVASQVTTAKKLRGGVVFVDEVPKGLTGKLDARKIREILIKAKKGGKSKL
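qHTS concentration-response profiling: light output of P. pyralis luciferase with luciferin and 10 uM ATP, imidazole buffer pH 7.2. Read by luminescence after 8-min room-temperature incubation.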
Fluorescein autfl – compound autofluorescence in fluorescein spectral region | Compound autofluorescence, 480/540 nm, fluorescein-equivalent; stronger effect = higher value | max fluorescein-equivalent concentration, M | actives 0.91% (n = 59,000) | AID 593; in the data active = max fluorescein-equivalent concentration above about 10 nM; inconclusive = between about 1.1 nM and that limit
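Each compound is tested across a concentration series in 100 mM Tris buffer at pH 8.0. After 15 min at room temperature, plates are imaged with 480 nm excitation and 540 nm emission filters, and intensities are converted to fluorescein-equivalent values.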
HBB splice mod – modulators of hemoglobin beta chain splicing; HBB splicing reporter cell assay, activation; EGFP reporter with mutant IVS2-654 intron; response scale: normalised to 500 nM splice-correcting PNA; Potency, µM (top dose mostly 46.1 µM), inactives show at the top dose activation, hits mostly activators; actives 0.06% (n = 65,000); also: potency is read from the fitted curve at half-maximal effect; 0% is about no effect
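Compounds were applied for 2 days to HeLa EGFP-654 cells, 500/well in Optimem with 2% FCS. The reporter's EGFP is disrupted by mis-splicing of beta-globin intron IVS2-654. Readout: summed well GFP fluorescence from 488 nm laser scanning; reference was 500 nM antisense […] 654 PNA.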
ERK AVP block – vasopressin-driven ERK pathway inhibition. AID 995. Potency, µM (top dose mostly 57.5 µM), without a hit: top-dose activity, negative = inhibition, most hits filed as inhibitors. actives 0.99% (n = 72,000). HEK293-V1b, vasopressin-stimulated pERK AlphaScreen; also: potency is read from the fitted curve at half-maximal effect; % is scaled to controls: 0 for no effect and ±100 for the full control effect; nearly all actives have a fitted effect of over 55% in size
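Overnight-seeded V1b-HEK293 cells in 1% FBS got compound, then vasopressin (25 nM final, 5 min, 37C), then lysis buffer. AlphaScreen detection of phospho-ERK; activity normalized to basal and full-stimulation controls.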
4MU fluor – 4-MU region autofluorescence. compound autofluorescence, 340/450 nm, 4-MU equivalents; stronger effect = higher value. max dye-equivalent concentration, M. actives 11% (n = 59,000); in the data active = max dye-equivalent concentration above about 10 nM; inconclusive = mostly about 1.1 nM to 9.6 nM
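Intrinsic fluorescence at 340/450 nm (ex/em) was read after 15 min at room temperature in pH 8.0, 100 mM Tris. Each compound concentration expressed as 4-MU-equivalent concentration from a six-point 4-MU standard series on each plate.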
CRE-bla Fsk – modulators of forskolin-stimulated CRE signaling in CHO cells; CHO CRE-bla reporter (cAMP response element driving beta-lactamase), forskolin EC10, beta-lactamase ratio; Potency, µM (highest dose often 38.2 µM), for inactives: at the highest dose activity change, negative = inhibition, most hits filed as activators; actives 2.5% (n = 71,000); active = well fitted activation curve with a large enough effect in the signal ratio, with a control signal flat, not every such curve was filed as active; inconclusive = small, poorly fitted or top-dose-only effect, or effect the other way, or a change in a side signal; the % refers to the signal ratio; also: potency is read from the fitted curve at half-maximal effect; % of control where 0% means no effect
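The 460nm/530nm emission ratio after CCF4 loading defined %Activity, from which AC50 values were obtained. CRE-bla CHO cells received compound dilution series together with an EC10 level of NKH 477 for 3 hours at 37 degrees Celsius.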
UbGFP stabilizer – inhibits proteasome, raising ubiquitin-GFP reporter fluorescence. Ubiquitin-GFP reporter cells, proteasome inhibition, GFP fluorescence; response scale: untreated = 0%, 10 µM MG-132 = 100%. Potency, µM (series often up to 45.9 µM), inactives show at the top dose activation (GFP accumulation), hits mostly activators. 67,000 tested, under 10 active. AID 526; active = well fitted activation curve with a large enough effect, not every such curve was filed as active; inconclusive = small, poorly fitted or top-dose-only effect, or another doubt; inactive = no such curve, though single readings can be large or run the other way; also: potency is read from the fitted curve at half-maximal effect
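Proteasome blockade was scored as a rise in GFP-expressing U2OS cells carrying a ubiquitin(G76V)-GFP construct, imaged after 4 hr compound treatment at 37 °C across a 46 uM–2.9 nM series.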
A350 autofl – compound fluoresces in the Alexa 350 spectral region; Compound autofluorescence, 340/450 nm, Alexa 350 dye-equivalents; stronger effect = higher value; max dye-equivalent concentration, M; actives 11% (n = 59,000); in the data active = max dye-equivalent concentration above about 10 nM; inconclusive = mostly about 1.1 nM to 9.6 nM
Hsp90 Hop PPI – changes Hsp90-Hop TPR2A binding signal, up or down; AlphaScreen TPR2A-His6 binding biotin-Hsp90 C-terminal peptide; Potency, µM (doses to about 57 µM), inactives show top-dose activity change, negative = inhibition; actives 0.44% (n = 71,000); active = well fitted curve in either direction with a large enough effect; inconclusive = small, poorly fitted or top-dose-only effect, or another doubt; also: potency is read from the fitted curve at half-maximal effect; % is scaled to controls: 0 for no effect and ±100 for the full control effect; many of its hits are not listed in these tables
TexasRed autofl – compound fluoresces in the Texas Red spectral region | max dye-equivalent concentration, M | AID 587 | actives 0.06% (n = 59,000) | Compound fluorescence, Texas Red channel, 547/618 nm; stronger effect = higher value; in the data active = max dye-equivalent concentration above about 10 nM; inconclusive = between about 1.1 nM and that limit
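Compound titrations in 100 mM Tris pH 8.0 were incubated 15 min at room temperature and read at 547 nm excitation / 618 nm emission. Texas Red six-point standard curve on each plate converted fluorescence to dye-equivalent concentration.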
Epigenetic mod – derepresses silenced GFP locus in mouse C127i cells; AID 597; mouse C127i GFP locus derepression, cytometry, 30 h; actives 0.09% (n = 68,000); Potency, µM (titrated, usually from 46.1 µM), inactives show top-dose GFP derepression (activation); also: % of control where 0% means no effect
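Derepression screen: silenced CMV-GFP reporter in murine C127i cells, 30 h compound incubation at 37 C, washed cells imaged by laser-scanning cytometer to enumerate GFP-expressing objects of 20 to 120 um.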
* hit, by the source's call; i = inactive; ? = inconclusive; · = no result given; [ ] = another dose, or the depositor's remark. Unless noted, calls follow the shape of the dose curve; as a rule, active = well fitted curve in the direction sought with a large enough effect; inconclusive = small, poorly fitted or top-dose-only effect, or another doubt; inactive = no such curve, though single readings can be large; an effect the other way counts as inactive or inconclusive. An excerpt; count on the stated rates, not on these rows.

SMILES	Luciferase inh	Fluorescein autfl	HBB splice mod	ERK AVP block	4MU fluor	CRE-bla Fsk	UbGFP stabilizer	A350 autofl	Hsp90 Hop PPI	TexasRed autofl	Epigenetic mod
COc1ccc(C(=O)N2CCC[C@@]3(CCN(Cc4ccccc4OC)C3)C2)cc1	1%[11.4 µM]	i	0.1%	8%	i	0%	-11%	i	-2%	i	0%[9.22 µM]
CC12CCC(C(=O)N3CCN(c4ccccc4)CC3)(CC1=O)C2(C)C (stereo unspecified)	1%	i	5.1%[0.369 µM]	9%	i	-2%	3%	?	-7%	i	2%
Cc1oc2c(CN3CCCC3)c(O)ccc2c(=O)c1-c1ccccc1	2%	?	16%[0.369 µM]	-4%	6.9e-07M*	6%	2%	9.3e-07M*	-4%	i	0%
COc1ccccc1CNC(=O)COc1ccccc1OC	2%	i	-1.2%	-15%	i	1%	4%	i	-1%	i	2%
COc1cccc(-c2nccc(NCCc3c[nH]c4ccc(OC)cc34)n2)c1	1%[2.29 µM]	?	-0.6%	?	i	-6%	5%	i	?	i	3%[9.22 µM]
O=C(Cc1cccs1)Nc1ccc(N2CCOCC2)cc1	?	·	-1.7%	-5%	·	-9%	-8%	·	-3%	·	0%
O=C(c1scc2c1CCCC2)N1CCOCC1	0%	i	-0.7%	-3%	i	21%	-4%	i	-2%	i	0%
CCOC(=O)Cn1nc(C)c(-c2ccccc2)c1N	1%	i	·	-18%	i	?	0%	i	-3%	i	-2%
c1cnc2c(SCc3ccc(-c4nnco4)cc3)cccc2c1	-14%	i	3.0%	-14%	2.2e-08M*	?	4%	2.4e-08M*	-7%	i	-1%
CC1Cc2ccccc2N1S(=O)(=O)c1cccc(C(=O)OCC(=O)NC2CCS(=O)(=O)C2)c1 (stereo unspecified)	2%	?	0.5%	?	i	?	6%	i	-5%	i	1%
COc1cc(NC(=O)CN(c2ccc(C)cc2)S(=O)(=O)c2c(C)n[nH]c2C)cc(OC)c1	5%	i	-1.0%	10%	i	2%	1%	i	-3%	i	4%
C=CCN1C(=O)CSc2ccc(C(=O)NCc3ccco3)cc21	3%	i	-0.1%[1.84 µM]	1%	i	9%	10%	i	-3%	?	2%
Clc1ccc([C@H](Cn2ccnc2)OCc2c(Cl)cccc2Cl)c(Cl)c1	1%[25.5 µM]	?	-1.7%[20.6 µM]	-6%[25.7 µM]	i	?	0%[20.5 µM]	i	-8%[26 µM]	i	-2%[20.6 µM]
O=C(O)CCCSc1nc2ccccc2s1	2%[11.4 µM]	i	2.6%[9.22 µM]	22%[11.5 µM]	i	-7%[7.6 µM]	1%[9.17 µM]	i	-2%[11 µM]	i	-2%[9.22 µM]
COC(=O)NCC(c1cccnc1)N1CCOCC1 (stereo unspecified)	0%	·	1.6%	·	·	?	-3%	·	-4%	·	·
O=c1[nH]c2cccnc2n1Cc1ccco1	1%	?	6.0%	-16%	?	-11%	7%	?	-4%	i	-3%
COc1ccc(CC(=O)Nc2nc3ccccc3s2)cc1S(=O)(=O)N1CCOCC1	-2%	?	-0.3%[57.5 µM]	21%	i	-8%	-4%	i	-2%	i	2%
OC[C@@H]1O[C@@H](n2cnc3c(NC4CCCC4)ncnc32)[C@@H](O)[C@H]1O	2%	?	1.3%	-30%	i	-4%	-5%	i	-10%	i	0%
CCOC(=O)c1[nH]c(C)c(C(=O)Nc2ccc(F)cc2)c1C	0%	·	-0.5%	-5%	·	-5%	-13%	·	-4%	·	12%
COc1ccc(N(CC(=O)Nc2ccc(C)cn2)S(=O)(=O)c2c(C)nn(C)c2C)cc1	3%	·	1.1%	-12%	·	8%	-8%	·	-2%	·	-6%
COCCn1c(=O)c(-c2ccc(OC)cc2)nc2cnc(Nc3ccccc3)nc21	2%[11.4 µM]	2.4e-08M*	3.4%	-9%	?	0.32µM*	14%	1.2e-08M*	-3%	i	-2%[9.22 µM]
COc1ccccc1N1CCN(C(=O)CCCCn2c(=O)[nH]c3ccsc3c2=O)CC1	5%	·	-0.8%	·	·	0%	10%	·	-5%	·	·
CC1Cc2ccccc2N1c1ncnc2nc[nH]c12 (stereo unspecified)	0%	·	1.1%	·	·	?	-5%	·	0%	·	·
COc1nc(C)ccc1-c1noc(-c2ccccn2)n1	?	i	7.3%	-24%	i	13%	1%	i	-2%	i	6%
COc1cc(OC)cc(-c2nnc(SCC(=O)N3CCCCC3)o2)c1	-1%	·	-0.7%	-14%	·	1%	-12%	·	-5%	·	-3%
Going on with the list:
SMILES	Luciferase inh	Fluorescein autfl	HBB splice mod	ERK AVP block	4MU fluor	CRE-bla Fsk	UbGFP stabilizer	A350 autofl	Hsp90 Hop PPI	TexasRed autofl	Epigenetic mod
O=C(Nc1cccc(O)c1)c1ccc(Br)cc1	-26%	i	-1.5%	?	i	?	1%	i	-4%	i	3%
CCOC(=O)C1CCN(c2ncnc3c2cnn3-c2ccc(Cl)cc2)CC1	1%[25.5 µM]	i	·	·	i	·	·	i	·	i	2%[20.6 µM]
CC(C)NS(=O)(=O)c1ccc(CCC(=O)NCc2cccnc2)cc1	0%	?	·	-23%	i	2%	-4%	i	-4%	i	-3%
O=C(Oc1ccccc1)N1CCC2(CCCN(c3cccc(-c4ccccc4)c3)C2)CC1	1%[11.4 µM]	?	4.6%	-11%	i	3%	-4%	i	13%	i	2%[9.22 µM]
O=C(CN1CCN(Cc2ccccc2Cl)C1=O)NCC1CCCO1 (stereo unspecified)	0%	·	1.3%	-3%	·	-4%	7%	·	2%	·	2%
Cc1cc(NC(=O)CCc2ccc(S(=O)(=O)N3CCOCC3)cc2)n(-c2ccccc2)n1	-11%	?	-2.1%	7%	i	-11%	0%	i	-4%	?	2%
Nn1c(SCC(=O)Nc2ccccc2F)nc2ccccc2c1=O	0%	?	-1.8%	?	i	4%	-10%	i	-1%	i	-2%
CC(=O)NC(CCS(C)(=O)=O)C(=O)Nc1ccccc1Cl (stereo unspecified)	-1%	?	2.9%	-3%	i	-8%	12%	i	-9%	?	-4%
CCOC(=O)C1=C(C)N(CCO)C(=O)NC1c1cccc(O)c1 (stereo unspecified)	1%	i	4.0%	-9%	i	-2%	-8%	i	2%	i	0%
COc1ccc(C(CNC(=O)c2cc(=O)[nH]c3ccccc23)N2CCCC2)cc1 (stereo unspecified)	-1%	?	0.0%[57.5 µM]	12%	1.1e-08M*	-10%	-4%	1.6e-08M*	-1%	i	3%
O=C(CSc1nnc(-c2cccs2)o1)N1CCCc2ccccc21	-3%	i	·	-19%	i	1%	7%	i	5%	?	-1%
O=c1cc(-c2ccccc2)c2ccc(O)c(CN3CCCCC3)c2o1	1%	i	1.0%	-23%	2e-07M*	-2%	10%	2.3e-07M*	1%	?	0%
O=C(CSc1ccc(-c2ccccc2)nn1)N1CCOCC1	-5%	?	0.1%	-14%	i	13%	0%	i	-6%	i	-1%
CCn1c(SCC(=O)N2c3ccccc3Sc3ccccc32)nc2c1c(=O)n(C)c(=O)n2C	2%	i	·	12%	i	4%	-1%	i	1%	i	-2%
Cc1cccc(Nc2ncnc3nc[nH]c23)c1C	2%	·	-0.8%	·	·	?	9%	·	-4%	·	·
O=C(N1CCOCC1)N(CCN1CCOCC1)Cc1cccc(Cl)c1	0%	i	0.8%	-26%	i	?	-12%	i	1%	i	2%
CCOC(=O)C1CCN(C(=O)CS(=O)Cc2nc(-c3ccc(C)cc3)oc2C)CC1 (stereo unspecified)	-1%	·	-0.9%	-2%	·	7%	13%	·	-4%	·	-2%
O=C(NCCO)c1cccc(S(=O)(=O)N2CCCCC2)c1	-1%	i	-1.0%	13%	1.3e-08M*	6%	-2%	1.6e-08M*	1%	i	0%
CC1(C)Oc2ccc(C(=O)N3CCOCC3)cc2N(CC(=O)N2CCOCC2)C1=O	2%	i	-0.2%[57.5 µM]	-2%	i	-1%	0%	i	-2%	?	7%
CC1(C(=O)NC2CCCCC2)CCC(=O)N1Cc1cccs1 (stereo unspecified)	2%	·	-1.4%	-6%	·	3%	11%	·	-3%[2.3 µM]	·	·
COc1ccc(OC)c(C2C(C#N)=C(N)Oc3cc(C)n(Cc4ccccn4)c(=O)c32)c1 (stereo unspecified)	3%[25.5 µM]	i	·	·	i	·	·	i	·	i	2%[20.6 µM]
O=C(c1ccc(-c2ccccc2)cc1)N1CCN(c2nc3ccccc3o2)CC1	0%	·	0.7%	9%	·	-2%	-14%	·	-5%[2.3 µM]	·	·
CCCn1nc(C(=O)NCc2ccccn2)c2ccccc2c1=O	-1%	i	-2.9%	39%[activator]	i	?	-7%	i	-8%	i	0%
O=C(CSc1nc2ccccc2o1)Nc1ccc(N2CCOCC2)cc1	-2%	i	-1.1%	15%	i	-4%	-16%	i	0%	i	1%
CCN(CC)C(=O)CSc1nc2ccccc2c(=O)n1OC	2%	?	-0.4%[1.84 µM]	?	i	17%	1%	i	-4%	?	0%
